HP1b binding inh: blocks HP1-beta chromodomain binding to methylated histone tails. P83916. AlphaScreen HP1-beta / biotin-H3K9me3 peptide binding. Potency, µM (top dose mostly 114 µM), without a hit: at the top dose activity change, negative = inhibition, most hits filed as inhibitors. hit rate 0.56% among 390,000; note: potency is the fitted concentration of half-maximal effect; nearly all actives have a fitted effect of over 70% in size; inactives centre near 23
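Compound inhibition of the preformed complex between 50 nM HP1-beta and 50 nM biotinylated H3K9me3 peptide was read by AlphaScreen. Buffer was PBS pH 7.4 with 0.01% Tween-20. Incubations ran 30 min at room temperature, with 10 ug/mL donor/acceptor beads.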
IDH1 R132H inh: inhibitors of human mutant IDH1 R132H | O75874 | IDH1-R132H enzyme, NADPH consumption, diaphorase/resazurin fluorescence | Potency, µM (doses to about 76.6 µM), for the others: at the top dose activity change, negative = inhibition, actives largely listed as inhibitors | hit rate 0.093% among 390,000 | AID 602179; note: potency is the fitted concentration of half-maximal effect; % is set by controls: 0 for no effect and ±100 for the full control effect; nearly all actives have a fitted effect of over 65% in size
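IDH1-R132H (0.5 ug/mL) preincubated 30 min with compound, then NADPH (0.016 mM) and alpha-KG (2 mM) added; 80 min at RT, pH 7.5. Remaining NADPH coupled via diaphorase/resazurin to fluorescence (540/590 nm); concentration-response curves normalized to no-enzyme control.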
Pin1 inhibitor: inhibitors of human Pin1; Q13526; Pin1 FP peptide displacement, HiFluor488, 10 min; Potency, µM (series often up to 115 µM), inactives show at the highest dose activity, negative = inhibition, hits mostly inhibitors; hit rate 0.009% among 390,000; active = well fitted inhibition curve with a large enough effect in the polarisation, with a control signal flat, not every such curve was filed as active; inconclusive = small, poorly fitted or top-dose-only effect, or effect the other way, or a change in a side signal; inactive = no such curve, though single readings can be large or run the other way; the % refers to the polarisation; note: potency is the fitted concentration of half-maximal effect; % is set by controls: 0 for no effect and ±100 for the full control effect
TrxR1 inh: blocks rat thioredoxin reductase 1; recombinant rTrxR1, NADPH fluorescence consumption, selenite substrate; Potency, µM (series often up to 114 µM), inactives show at the top dose activity change, negative = inhibition, hits mostly inhibitors; hit rate 1% among 390,000; AID 588453; note: potency is the fitted concentration of half-maximal effect; % is set by controls: 0 for no effect and ±100 for the full control effect; nearly all actives have a fitted effect of over 65% in size
Target sequence (O89049 whole entry, looked up): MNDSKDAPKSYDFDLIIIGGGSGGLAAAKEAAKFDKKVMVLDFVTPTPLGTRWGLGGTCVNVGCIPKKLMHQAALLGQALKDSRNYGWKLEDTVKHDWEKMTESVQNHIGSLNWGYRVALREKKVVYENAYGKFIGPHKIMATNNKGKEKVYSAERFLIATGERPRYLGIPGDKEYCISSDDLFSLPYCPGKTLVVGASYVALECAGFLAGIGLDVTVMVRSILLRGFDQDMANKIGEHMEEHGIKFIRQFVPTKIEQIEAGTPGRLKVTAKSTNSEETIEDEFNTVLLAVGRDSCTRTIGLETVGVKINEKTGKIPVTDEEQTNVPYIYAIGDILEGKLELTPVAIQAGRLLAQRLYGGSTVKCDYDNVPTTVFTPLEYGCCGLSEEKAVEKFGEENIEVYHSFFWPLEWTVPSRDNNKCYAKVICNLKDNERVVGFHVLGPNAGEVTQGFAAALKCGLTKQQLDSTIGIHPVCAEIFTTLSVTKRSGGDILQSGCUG
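Rat TrxR1 (90 nM in the dispensed reagent) was pre-reduced with 400 uM NADPH for 5 min at room temperature, then incubated with compound for 15 min. After 400 uM selenite was added, NADPH fluorescence (Ex 340/Em 450 nm) was followed for 8 min.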
PGK inhibitor: T. brucei PGK inhibition. P07378. PGK/GAPDH coupled, Kinase-Glo luminescence, 60 min. Potency, µM (series often up to 57.5 µM), without a hit: at the highest dose activity change, negative = inhibition, actives largely listed as inhibitors. hit rate 0.043% among 380,000. AID 602233; note: potency is the fitted concentration of half-maximal effect; % is set by controls: 0 for no effect and ±100 for the full control effect; nearly all actives have a fitted effect of over 60% in size
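Recombinant glycosomal PGK reaction used 1,3-bisphosphoglycerate generated in-well by GAPDH (100nM final) in 100mM TEA pH 7.6, 5mM MgCl2, 0.01% Tween-20. After 60 minutes at room temperature, ATP was read by Kinase-Glo Plus luminescence end-point.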
PI4K2A block: blocks human PI4K2A kinase activity; Q9BTU6; purified PI4K2A, ADP-Glo luminescence, 1 h; hits give low values; activity change, negative = inhibition, % at 76.9 µM; hit rate 0.13% among 420,000; AID 1346378; in the data active = activity change below about -50%; inconclusive = mostly about -30% to -49%;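 note: -100% = wells without enzyme as full effect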
Target sequence (Q9BTU6 whole entry, looked up): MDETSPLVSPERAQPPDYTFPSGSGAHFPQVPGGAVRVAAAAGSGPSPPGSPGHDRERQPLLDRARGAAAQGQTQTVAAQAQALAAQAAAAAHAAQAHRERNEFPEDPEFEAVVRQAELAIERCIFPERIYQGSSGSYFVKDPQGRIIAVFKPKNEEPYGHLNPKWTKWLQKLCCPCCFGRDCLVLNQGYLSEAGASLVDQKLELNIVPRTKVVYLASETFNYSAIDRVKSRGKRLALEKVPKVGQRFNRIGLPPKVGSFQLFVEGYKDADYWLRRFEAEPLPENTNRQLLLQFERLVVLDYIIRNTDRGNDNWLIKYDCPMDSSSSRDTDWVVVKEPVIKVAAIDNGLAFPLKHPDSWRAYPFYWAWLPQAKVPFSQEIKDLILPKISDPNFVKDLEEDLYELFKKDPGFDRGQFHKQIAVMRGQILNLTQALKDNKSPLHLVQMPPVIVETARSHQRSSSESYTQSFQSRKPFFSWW
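Compounds are screened against recombinant PI4K2A using PI as substrate and ATP, the latter dispensed at 300 microM. Reactions run one hour at ambient temperature before ADP-Glo detection; full inhibition defined by wells lacking enzyme.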
USP1-UAF1 inh: inhibitors of human USP1/UAF1 deubiquitinase; O94782; recombinant USP1/UAF1, Ub-Rhodamine cleavage fluorescence; Potency, µM (top dose mostly 57.1 µM), without a hit: at the top dose activity change, negative = inhibition, most hits filed as inhibitors; hit rate 0.23% among 390,000; AID 743255; note: potency is the fitted concentration of half-maximal effect; % is set by controls: 0 for no effect and ±100 for the full control effect; nearly all actives have a fitted effect of over 60% in size; inactives centre near -12
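Step one: compound is pinned into 1nM USP1/UAF1 in HEPES pH 7.8 buffer with TCEP. Step two: 15 min room-temperature incubation. Step three: Ub-Rho (150nM final) starts cleavage, tracked by fluorescence over six one-minute reads.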
TrxR1 substrate: is turned over as a substrate by rat TrxR1. O89049. purified TrxR1 substrate turnover, NADPH consumption readout. Potency, µM (top dose mostly 114 µM), inactives show at the top dose activity change, negative = substrate turnover. hit rate 0.01% among 390,000; note: potency is the fitted concentration of half-maximal effect; % is set by controls: 0 for no effect and ±100 for the full control effect; nearly all actives have a fitted effect of over 50% in size
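Rat TrxR1, dispensed at 90 nM, was prereduced with 400 uM NADPH (final) for 5 min at ~22 deg C, then incubated with compound 15 min before 400 uM selenite. A first-read NADPH fluorescence drop versus no-compound background flagged substrates.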
GLS inh: inhibitors of human glutaminase (GLS) | Potency, µM (highest dose often 45.5 µM), inactives show at the top dose activity change, negative = inhibition, actives largely listed as inhibitors | AID 624170 | O94925 | GLS enzymatic activity, qHTS titration | hit rate 0.21% among 410,000; note: potency is the fitted concentration of half-maximal effect; % is set by controls: 0 for no effect and ±100 for the full control effect
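Read-out is an Amplex red fluorescence increase coupled through glutamate oxidase and HRP, measured before and after 30 min room-temperature incubation. hKGA is in 45 mM KH2PO4 (pH 8.2) with 0.02% Tween-20; glutamine added as 1mM solution.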
* marks the source's active call; other numbers are inactive results; i = inactive; ? = inconclusive; & = joins results of further samples; [ ] = remark or other dose. Unless noted, calls come from the whole dose curve; as a rule, active = well fitted curve in the direction sought with a large enough effect; inconclusive = small, poorly fitted or top-dose-only effect, or another doubt; inactive = no such curve, though single readings can be large; an effect the other way counts as inactive or inconclusive. This is a subset; the hit share may differ from the screen's.

SMILES | HP1b binding inh | IDH1 R132H inh | Pin1 inhibitor | TrxR1 inh | PGK inhibitor | PI4K2A block | USP1-UAF1 inh | TrxR1 substrate | GLS inh
O=C(O)C1C2CCC(O2)C1C(=O)NCc1ccc(Cl)cc1 (stereo unspecified) | 17.8% | -2.1% | -8.8% | 4.8% | 2.7% | -1.1 | -7.2% | -2.7% | 6.7%
CCOC(=O)Cn1c(=O)oc2cc(S(=O)(=O)N3CCN(c4ccc(F)cc4)CC3)ccc21 | 65.7%[activator] | 9.8% | 22.8% | 21.5% | i | -2.3 | -4.0% | 11.3% | 2.6%
O=C(CSc1nc(O)cc(=O)n1-c1ccccc1)Nc1nc2ccccc2s1 | 16.8% | 9.6% | 35.4%[activator] | 6.9%[57.1 µM] | -10.4% | 1.4 | 7.7% | 8.6%[57.1 µM] | -15.2%
O=C(NCCN1CCOCC1)C(=O)NCc1ccc2c(c1)OCO2 | 18.9% | 13.6% | -3.8% | -21.6% | 6.7% | -20.1 | -19.5% | 8.3% | 0.0%
Cc1cc(C)c(S(=O)(=O)NCCc2cc3ccc(C)c(C)c3[nH]c2=O)c(C)c1 | -13.0%&11.8% | -9.6%&6.4% | 6.8%&-0.3% | 3.3%&3.8% | 6.8% | 7.1&3.7 | -21.7%&-21.9% | -0.8%&-6.7% | 8.7%&-3.3%
CCOC(=O)c1ccc(NCc2ccc3c(c2)OCO3)cc1 | 41.5%[activator] | -0.8% | ? | -7.7% | -0.6% | 1.3 | -10.0% | -12.2% | 20.1%
Cc1ccc(-c2nn(-c3ccc(F)cc3)cc2C(=O)NCC(c2cccs2)N2CCOCC2)cc1 (stereo unspecified) | -1.5% | 0.0% | -0.9% | 4.5%[57.1 µM] | 2.3% | -0.7 | -14.6% | -5.4%[57.1 µM] | -4.0%
N#CC1=C2SCCN2C(=O)C(C#N)C12CCCCC2 (stereo unspecified) | 18.6% | 1.4% | -8.8% | 15.1% | -1.5% | -0.7 | 1.0% | -0.3% | 23.2%
COc1ccc(NC(=O)c2ccc(C(=O)Nc3ccc(OC)cc3OC)cc2)c(OC)c1 | -10.2% | -6.5% | 0.6% | 1.1%[57.1 µM] | 6.5% | 3.3 | -3.9% | -0.2%[57.1 µM] | 1.3%
CCOC(=O)Cc1csc(NC(=S)NC(=O)CC(C)C)n1 | 41.1%[activator] | -10.6% | 7.5% | -9.3% | 6.1% | -7.1 | -23.5% | -5.5% | 0.0%
Cc1c(C(=O)/C=C/N(C)C)nnn1-c1ccc(Cl)cc1Cl | ? | 8.5% | 47.8%[activator] | -1.2% | -0.3% | -26.2 | -13.1% | -9.1% | 1.4%
O=c1c(N2CCc3ccccc3C2)csc2ccc(Br)cc12 | 50.0%[57 µM] | 0.0% | -2.9% | -11.0%[57.1 µM] | -8.3% | -7.0 | -8.5% | -6.0%[57.1 µM] | 21.3%
Cc1cc(C)c(S(=O)(=O)n2c([N+](=O)[O-])cnc2C)c(C)c1 | 0.6% | -1.4% | -0.1% | -1.4% | 1.0% | 2.6 | -5.1% | -5.1% | 4.4%
Cc1nn(-c2ccc(F)cc2)c(C)c1CN1CCN(CCc2ccccc2)C(CCO)C1 (stereo unspecified) | 11.6%[57 µM] | 2.9% | 1.9% | 9.0% | i | 2.9 | -24.2% | -4.5% | 11.2%
C=C1CC(C(=O)N/N=C/c2ccc(O)cc2)C1 | 24.4% | -0.7% | -2.7% | -15.4% | -7.3% | 2.6 | -5.0% | -5.9% | 23.7%
COc1ccc(NC(=O)CCOc2ccc(C)cc2)cc1S(=O)(=O)N1CCCCC1 | 21.8% | 14.1% | -0.7% | -0.8% | -9.4% | -2.7 | -14.3% | 6.7% | -1.0%
CSc1ccc(S(=O)(=O)Nc2ccc(N3CCOCC3)c(Cl)c2)cc1 | 1.2% | 3.2% | 0.6% | 7.4%[57.1 µM] | -8.1% | 4.3 | -24.4% | 3.0%[57.1 µM] | 27.9%
CC(C)C(NC(=O)c1c(F)cccc1F)C(=O)NCC(c1ccccc1)N(C)C (stereo unspecified) | 34.1% | 5.6% | -6.7% | 22.8% | -2.6% | 1.2 | -9.3% | -2.7% | 13.2%
COC(=O)c1ccc2c(c1)N(C)S(=O)(=O)c1cnc(SCC(=O)C(C)(C)C)nc1-2 | 24.0% | 4.1% | -6.7% | 11.5% | 0.0% | 8.3 | -13.0% | 14.4% | -9.6%
CCOC(=O)C1(Cc2cccc(OC)c2)CCN(Cc2cccc(O)c2)CC1 | 7.7% | -1.2% | -1.2% | 15.7%[57.1 µM] | -5.3% | -0.8 | -19.6% | 8.3% | 2.0%
CCCCn1c(Cn2nc(C(=O)O)c3ccccc3c2=O)nc2cc(S(N)(=O)=O)ccc21 | 16.8% | -5.8% | 1.9% | -4.7% | 8.2% | 4.8 | -16.5% | -5.6% | 2.8%
Clc1ccccc1CNCc1ccncc1 | 38.1% | 0.0% | -3.8% | 18.3% | -9.7% | -5.2 | -26.2% | 8.0% | -5.9%
CCOc1ncccc1C(=O)OCc1ccc(Cl)cc1 | 176.3% | 2.8% | 2.0% | 16.9% | 5.6% | -4.0 | -5.9% | 3.3% | -6.0%
O=c1cnnc(Nc2ccccc2F)[nH]1 | -17.7% | 0.0% | -0.7% | 1.5% | -3.1% | 1.3 | -3.1% | -7.5% | 0.3%
Cc1ccc(NC2=C(Cl)C(=O)OC2OC(=O)c2ccccc2C)cc1 (stereo unspecified) | 43.2%[activator] | -8.7% | ? | -16.0% | i | 1.5 | -17.6% | -1.4% | -6.2%
O=C(Nc1ccc([N+](=O)[O-])cc1NC(=O)c1ccccc1)c1ccccc1 | 18.9%[57 µM] | -3.8% | -2.1% | 3.0%[2.29 µM] | 7.0% | -2.9 | -6.4% | 6.1%[57.1 µM] | 4.2%
C#CCOCCOCCOCCNc1nc(N2CCN(C(=O)CCCCCCCCCCNC(=O)[C@H](CCCCN)n3cc(C[C@@H](C)CC)nn3)CC2)nc(N2CCN(C(=O)CCCCCCCCCCNC(=O)[C@@H]([C@H](C)O)n3cc(C)nn3)CC2)n1 | ? | 0.1%[38.3 µM] | 70.3%[activator] | 12.1% | 7.3% | -2.5 | ? | 2.4% | ?
O=C(NC1=NCCS1)c1cccc(F)c1 | 13.3% | -3.8% | 2.1% | 5.9%[57.1 µM] | i | -2.3 | -0.9% | -1.3% | 10.8%
O=C(CNC(=O)c1sc2ccccc2c1Cl)NCc1cccnc1 | 20.8% | 11.3% | -0.8% | 2.9% | -2.9% | -0.7 | -19.1% | -1.4% | 0.9%
COc1ccc(C(=O)Nc2ccc3c(c2)OCCO3)cc1[N+](=O)[O-] | 15.1% | 11.4% | 1.6% | 13.3%[57.1 µM] | i | -0.2 | -22.1% | -0.4%[57.1 µM] | 1.6%
COc1ccc(C(=O)COC(=O)CCNS(=O)(=O)c2ccc(NC(C)=O)cc2)c(OC)c1 | 12.3% | 1.0% | 1.9% | -2.5% | 5.7% | 0.0 | -8.0% | -5.6% | 4.4%
CCn1c(=O)c2ccccc2n(Cc2ccc([N+](=O)[O-])cc2)c1=O | 26.4% | -4.6% | 1.6% | -0.4% | 3.0% | -1.9 | -5.8% | -3.6% | 12.9%
CC(Sc1nccn1C)C(=O)Nc1ccccc1 (stereo unspecified) | 19.9% | 0.0% | -1.9% | 8.0% | -6.1% | -11.6 | -13.0% | 5.0% | -3.0%
CN(C)c1ccc(/C=C2\NC(=S)N(Cc3ccccc3)C2=O)cc1 | 9.4% | 0.4% | ? | 12.9%[57.1 µM] | -11.7% | -9.5 | 22.6% | -27.0%[57.1 µM] | 4.2%
O=C(O)c1ccc(N2CCN(C(c3ccccc3)c3ccccc3)CC2)c([N+](=O)[O-])c1 | -10.3% | -9.7% | -2.6% | 4.1%[57.1 µM] | -8.3% | -3.0 | -24.9% | 6.9%[57.1 µM] | -11.7%
O=C(CCc1ccc(S(=O)(=O)N2CCOCC2)cc1)Nc1ccc2c(c1)OCCO2 | 10.0% | -2.5% | 3.4% | 16.6% | i | 2.0 | -6.6% | -7.0% | -1.9%
CCCc1nc(SCC(=O)NC2CC2)c2c(C)c(C)sc2n1 | -0.9% | -10.9% | -9.5% | 10.2% | 1.9% | 1.6 | -10.8% | -3.3% | 12.3%
COc1ccc(NC(=O)CN(C)C(=O)CSCc2c(C)noc2C)cc1 | -1.1% | 4.5% | -0.2% | -9.7% | i | -0.1 | 0.1% | -11.9% | 5.8%
CCOC(=O)c1[nH]c2ccc(OC)cc2c1C | 20.4% | 2.5% | -4.5% | -13.7% | i | 5.3 | -2.9% | 9.4% | 9.3%
Cc1cc2nn(-c3ccc(F)cc3)nc2cc1NC(=O)c1cccc2c(Cl)cccc12 | 29.9% | 0.0% | 0.6% | 24.4% | 3.0% | -2.1 | ? | 5.8% | 0.9%
CCOC(=O)C1=C(C)NC(C)=C(C(=O)OCC)C1C(=O)OCC(=O)N1CCC(C)CC1 | 21.9%&47.8% | 16.3%&1.5% | 3.0%&-6.8% | 15.4%&2.7%[57.1 µM] | -5.0%&-11.2% | 1.1&-3.0 | 1.6%&-5.6% | 13.3%&0.7%[57.1 µM] | 11.0%&-3.5%
